Assay outcomes from PubChem.
Casp6 inh: inhibitors of human caspase-6 | purified caspase-6, Z-VEID-R110 cleavage fluorescence | P55212 | inhibition, % at 12.5 µM | AID 686996 | hit rate 0.53% among 350,000;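 active = mean inhibition across replicates at least about 35%, with every replicate also reaching that limit, limit read from the data; inconclusive = only one of the two criteria met; inactive = neither criterion met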;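 also: 0% = median of neutral control wells and 100% = no fluorescence left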
DENV2 CPE: protects cells from dengue virus 2 cytopathic effect; CPE inhibition, % at 9.99 µM; hit rate 1.7% among 350,000; DENV2-infected cells, cytopathic effect rescue, plate reader; AID 651640; in the data active = CPE inhibition above about 20%, passing the limit was not always enough; inconclusive = no clear call, values can overlap the other calls; tested in BHK-21 cells;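 also: 0% = median of neutral control wells and 100% = median of positive control wells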
ERp5 inh: inhibitors of human ERp5. hit rate 0.05% among 350,000. inhibition, % at 9.99 µM. ERp5 insulin aggregation, absorbance 650 nm, 90 min. Q15084;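 active = mean replicate inhibition above about 25%, with every replicate also reaching it, limit read from the data, passing the limit was not always enough; inconclusive = only one of those two criteria met; inactive = neither criterion met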
ERAP1 inh: ERAP1 (human) enzyme inhibition; inhibition, % at 10.7 µM; recombinant ERAP1, Leu-AMC fluorescence, 60 min; hit rate 0.15% among 340,000;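 active = mean replicate inhibition of at least 30%, or all replicates individually reaching that 30% level; inactive = mean below 30% and not every replicate reaching it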;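 also: 0% = neutral control wells and 100% = L-leucinethiol positive control wells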
Target sequence (Q9NZ08 whole entry, looked up): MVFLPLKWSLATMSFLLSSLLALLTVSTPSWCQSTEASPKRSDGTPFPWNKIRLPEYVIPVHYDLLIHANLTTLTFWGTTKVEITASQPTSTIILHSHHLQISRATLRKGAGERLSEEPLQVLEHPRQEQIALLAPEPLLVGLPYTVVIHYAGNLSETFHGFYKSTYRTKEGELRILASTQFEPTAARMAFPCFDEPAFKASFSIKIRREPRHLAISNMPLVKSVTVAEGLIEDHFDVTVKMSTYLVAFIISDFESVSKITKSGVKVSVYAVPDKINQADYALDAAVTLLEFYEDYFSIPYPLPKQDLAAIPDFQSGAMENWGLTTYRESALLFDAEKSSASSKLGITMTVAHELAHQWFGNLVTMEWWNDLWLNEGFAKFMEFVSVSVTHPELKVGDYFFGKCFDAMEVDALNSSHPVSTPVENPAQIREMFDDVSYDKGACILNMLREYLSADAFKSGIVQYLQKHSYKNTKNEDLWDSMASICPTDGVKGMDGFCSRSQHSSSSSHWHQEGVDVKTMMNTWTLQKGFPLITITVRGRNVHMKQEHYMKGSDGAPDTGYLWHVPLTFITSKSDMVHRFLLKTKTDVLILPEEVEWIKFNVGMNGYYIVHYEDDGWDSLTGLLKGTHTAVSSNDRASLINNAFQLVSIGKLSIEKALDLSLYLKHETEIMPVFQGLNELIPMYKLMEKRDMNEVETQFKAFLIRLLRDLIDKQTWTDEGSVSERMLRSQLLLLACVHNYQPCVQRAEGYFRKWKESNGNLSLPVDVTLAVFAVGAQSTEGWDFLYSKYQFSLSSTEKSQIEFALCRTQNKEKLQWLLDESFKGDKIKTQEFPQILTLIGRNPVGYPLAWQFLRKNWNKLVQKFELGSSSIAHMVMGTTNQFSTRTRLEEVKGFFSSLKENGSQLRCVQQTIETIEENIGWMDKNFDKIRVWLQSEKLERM
F508del corr: correctors of CFTR F508del function in bronchial epithelial cells | hit rate 0.36% among 350,000 | activity (quench increase), % at 7.58 µM | CFBE cells, YFP halide quenching; stimulated with forskolin plus potentiator P3; % fluorescence drop versus neutral controls;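 active = mean added fluorescence quench of at least 8% versus neutral control, with both replicates also reaching 8%; inconclusive = only one of the mean or replicate conditions met; inactive = mean below 8% and not both replicates reaching 8%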;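 also: cells transiently co-express mutant CFTR-F508del with the halide-sensitive YFP; corrector assay measuring rescue of mutant channel to the surface after 24 h compound exposure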
SIRT5 block: inhibitors of human sirtuin-5 desuccinylase; Q9NXA8; Purified SirT5, succinyl-peptide AMC, trypsin-coupled fluorescence; inhibition, % at 15 µM; hit rate 1.1% among 330,000; AID 652115; in the data active = inhibition above about 15%; inconclusive = no clear call, values can overlap the other calls
miR-122 sensor: blocks miR-122 activity in Huh7 sensor cells | Huh7 miR-122 Renilla luciferase sensor, 48 h; neutral wells = 0, positive control = 100 | activation (reporter increase), % at 12.5 µM | hit rate 0.3% among 340,000 | AID 602342;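 active = mean replicate activation score at least 90 and every replicate individually at or above 90; inconclusive = only one of the two criteria met; inactive = neither criterion met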;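 also: higher luciferase means less miR-122 activity so hits act as miR-122 inhibitors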
Starred values were filed as active, the others as inactive; ? = inconclusive; / = not tested or not shown; & = joins results of further samples; [ ] = dose if it differs, or a comment.

SMILES | Casp6 inh | DENV2 CPE | ERp5 inh | ERAP1 inh | F508del corr | SIRT5 block | miR-122 sensor
CN(C)c1ccc(/C=C2/C[N+](C)(C)C/C(=C/c3ccc(N(C)C)cc3)C2=O)cc1 | 8.2 | 0.3 | -0.6 | 10.9 | -0.1 | 11.2 | -6.0
Cc1nn(CC(C)C)c(Cl)c1C(=O)N(c1ccc(Cl)cc1F)S(C)(=O)=O | 5.4 | -3.5 | 4.6 | 3.3 | -0.1 | -1.2 | -5.7
Cc1ccc(NC(=O)/C(=C\c2cccnc2)NC(=O)c2ccccc2)cc1 | -1.1 | -2.7 | -7.0 | -2.5 | 1.2 | 2.0 | -4.9
CCC(C)(C)C(=O)Nc1cccc(Cl)c1C | / | 4.0 | 4.7 | -1.8 | -2.5 | -4.0 | /
Cc1ccc(C(=O)NCC(=O)OCC(=O)Nc2ccc(Cl)cc2C(F)(F)F)cc1C | 1.2 | -1.7 | -3.1 | 1.1 | -0.3 | -4.2 | /
C/C(=N\Nc1nc2ccccc2[nH]1)c1ccc([N+](=O)[O-])cc1 | -1.5 | -1.1 | 10.5 | -0.4 | -2.4 | -6.2 | 6.0
COc1ccc(Br)cc1S(=O)(=O)N(CC(=O)N1CCN(C)CC1)c1ccccc1 | -2.5 | -2.2 | 0.5 | -5.6 | -0.5 | -0.1 | -3.6
CC(C)c1nc(SCC(=O)Nc2ccc3c(c2)OCCO3)n[nH]1 | -1.6 | 5.2 | -1.5 | -8.6 | 0.6 | -1.0 | /
Cc1nc2c(C(=O)NCc3ccc4c(c3)OCO4)c[nH]n2c(=O)c1Cc1ccccc1F | 6.0 | -5.6 | -6.0 | 0.6 | 3.5 | 2.6 | 7.0
N=c1c(C(=O)NCC2CCCO2)cc2c(=O)n3ccccc3nc2n1C1CCCCC1 (configuration not stated) | 0.7 | 3.2 | 6.3 | 120.8* | 0.4 | -13.7 | 12.8
CC(=O)C1=C(O)C(=O)N(Cc2ccco2)C1c1ccccc1F (configuration not stated) | -0.4 | -3.3 | 0.8 | 4.3 | 0.7 | -2.3 | /
C[C@H](CO)N1C[C@H](C)[C@H](CN(C)Cc2ccc(C(=O)O)cc2)Oc2c(NC(=O)C3CC3)cccc2C1=O | 3.0 | 9.2 | 5.3 | 1.4 | -2.3 | 0.4 | -6.1[16.7 µM]
O=C1C(=O)N(CCN2CCOCC2)C(c2ccccc2)/C1=C(\O)c1ccc2c(c1)OCCO2 (configuration not stated) | 0.5 | 2.3 | -0.7 | 0.5 | 0.9 | 1.0 | /
Cc1ccccc1S(=O)(=O)N1CCCCN2[C@H](C1)[C@@H](c1ccc(C#CCN(C)C)cc1)[C@@H]2CO | 2.3 | -20.0 | 1.8 | -0.8 | -0.8 | 2.2 | -7.1[16.7 µM]
O=C(COc1cccc2cccnc12)N/N=C/c1ccc(O)cc1 | / | -8.6 | -2.2 | -3.3 | -0.7 | 2.4 | -3.5

Given with the structure last: part of the list above
Casp6 inh,DENV2 CPE,ERp5 inh,ERAP1 inh,F508del corr,SIRT5 block,miR-122 sensor,Structure
-1.6,5.2,-1.5,-8.6,0.6,-1.0,/,CC(C)c1nc(SCC(=O)Nc2ccc3c(c2)OCCO3)n[nH]1
6.0,-5.6,-6.0,0.6,3.5,2.6,7.0,Cc1nc2c(C(=O)NCc3ccc4c(c3)OCO4)c[nH]n2c(=O)c1Cc1ccccc1F
0.7,3.2,6.3,120.8*,0.4,-13.7,12.8,N=c1c(C(=O)NCC2CCCO2)cc2c(=O)n3ccccc3nc2n1C1CCCCC1 (configuration not stated)
-0.4,-3.3,0.8,4.3,0.7,-2.3,/,CC(=O)C1=C(O)C(=O)N(Cc2ccco2)C1c1ccccc1F (configuration not stated)

Next part:
SMILES | Casp6 inh | DENV2 CPE | ERp5 inh | ERAP1 inh | F508del corr | SIRT5 block | miR-122 sensor
O=C(C[C@@H]1CC[C@@H]2[C@H](COC[C@H](O)CN2Cc2ccccc2)O1)N1CCOCC1 | 9.2 | -4.9 | -2.3 | -1.8 | -1.5 | -3.0 | -2.4[16.7 µM]
N=C1S/C(=C\c2ccccc2)C(=O)N1c1ccc(F)cc1 | -1.1 | -5.0 | -6.9 | -1.3 | 1.9 | -3.4 | 8.3
CCN(CC(=O)Nc1c(F)cccc1F)C(=O)c1ccc(OC)c(S(=O)(=O)NC2CCCC2)c1 | -0.3 | -3.2 | -2.9 | -8.2 | 0.8 | / | 19.4
COc1cc(COc2ccc(S(=O)(=O)N3CCOCC3)cc2[N+](=O)[O-])ccc1OC(F)F | 1.1 | 5.8 | 0.7 | 0.0 | 0.2 | 1.2 | -0.9
CCN(C[C@H]1[C@@H](c2ccccc2)[C@@H](CO)N1C(=O)COC)S(C)(=O)=O | 0.3 | -1.8 | 2.7 | 1.4 | 1.3 | 0.9 | -83.3[16.7 µM]
COc1cccc(-c2cnc3c(c2)C(=O)N([C@@H](C)CO)C[C@H](C)[C@H](CN(C)Cc2ccccc2)O3)c1 | -2.4 | 2.0 | 0.0 | 0.2 | 0.8 | 1.3 | 4.8[16.7 µM]
C[C@H](CO)N1C[C@H](C)[C@@H](CN(C)Cc2cccc(F)c2)Oc2cc(-c3ccc(C#N)cc3)ccc2S1(=O)=O | 11.1 | -5.9 | -2.0 | 0.8 | 0.9 | 0.0 | 21.2[16.7 µM]
COc1ccc(NC(=S)NC(=O)/C=C/c2ccco2)cc1 | 5.1 | -1.5 | 1.3 | 3.4 | 0.3 | -0.3 | /
COc1cc2c(cc1OC)C(Nn1cnnc1)=NC1(CCCC1)C2 | 0.3 | -9.4 | 5.3 | 1.3 | -0.2 | 0.7 | -7.9
O=c1cccc2n1Cc1cc3ccccc3nc1-2 | 1.8 | / | -5.1 | -6.4 | -0.5 | -101.4 | 1.3
c1ccc(-c2nnc(OCc3cccnc3)c3ccccc23)cc1 | / | 0.8 | -2.4 | -2.3 | 1.3 | -5.2 | 3.3
O=[N+]([O-])c1cccc(COc2ccccc2CN2CCCCC2)c1 | -4.5 | -3.4 | -6.3 | -1.8 | 1.9 | -6.7 | 1.7
CCc1nc(SCC(=O)c2cccc([N+](=O)[O-])c2)n[nH]1 | 1.9 | 0.2 | 6.1 | -0.8 | / | 3.1 | /
CCCNC(=O)Nc1ccc2c(c1)C(=O)N(C)[C@H]1CC[C@H](CC(=O)NC3CCC3)O[C@H]1CO2 | / | -0.8 | / | / | 1.3 | / | -37.5[16.7 µM]
Cc1cc(C)c2c(c1)cc(C)c1nnc(SCC(=O)Nc3cc(C)on3)n12 | 2.9 | 2.4 | -2.7 | 6.3 | 5.1 | 2.5 | 10.3
CCN(C(=O)CSc1nnc(Nc2ccccc2C)s1)C1CCS(=O)(=O)C1 (configuration not stated) | 2.1 | 9.5 | 0.7 | -2.0 | / | 0.7 | -5.3
CN1CCN(C(=O)c2ccccc2NC(=O)c2ccc(C(C)(C)C)cc2)CC1 | -3.7 | -9.6 | -2.8 | -0.1 | -0.4 | -1.2 | /
O=C1CCCC/C=C\C[C@H](CC(=O)N(CCO)Cc2ccccc2)C(=O)N2CCC[C@@H]2CO1 | 4.5 | 8.0 | 0.0 | -5.2 | 0.5 | 2.5 | 6.1
CCCCOCC1CN(Cc2ccccc2OC)S(=O)(=O)c2cc(Cl)ccc2O1 (configuration not stated) | -3.0 | -1.0 | -3.0 | / | 1.8 | -2.3 | /
CCOC(=O)C1=CCN(S(=O)(=O)c2ccccc2C)C1c1ccccc1 (configuration not stated) | 1.3 | -10.4 | 0.2 | -2.9 | -3.4 | 1.2 | 4.8
O=C(NCc1ccco1)C1CCC(N2C(=O)C3C4CCC(C4)C3C2=O)CC1 (configuration not stated) | 4.3 | -6.3 | -2.8 | -3.7 | -0.7 | -2.1 | 10.1
COc1ccc(NC(=O)Cn2c(=O)sc3ccccc32)c(OC)c1 | 0.8 | -3.3 | 1.2 | -2.0 | 3.4 | -4.8 | -7.1
O=S(=O)(c1cccs1)N1CCCCN2[C@H](CO)[C@H](c3ccc(/C=C/c4ccccc4)cc3)[C@@H]2C1 | 1.4 | 3.6 | -1.9 | -0.2 | 0.4 | -1.1 | -2.7[16.7 µM]
COCC(=O)N1C[C@@H](C)[C@H](OC)CN(C)C(=O)c2ccc(NC(=O)c3ccc(-c4ccccc4)cc3)cc2OC[C@H]1C | -0.2 | -5.5 | -4.9 | -2.8 | 0.6 | / | /
O=C(COC(=O)CC1CC2CCC1C2)Nc1ccc(F)cc1Cl (configuration not stated) | 3.4 | -3.4 | 1.1 | -0.4 | -2.5 | -2.3 | -4.6
Cc1cc(-c2nn(-c3ccccc3F)cc2CN2CCC(O)CC2)c(C)s1 | 4.3 | 12.5 | -1.9 | / | -0.2 | -3.4 | -0.3
Cc1cccc(S(=O)(=O)N2C[C@H]3[C@@H](c4ccccc42)[C@H](CO)N3Cc2cccnc2)c1 | -2.1 | 2.7 | -2.7 | -3.4 | -2.9 | 3.0 | -12.8[16.7 µM]
CSc1ccc(S(=O)(=O)N2CCN(Cc3ccc4c(c3)OCO4)CC2)cc1 | -0.5 | 0.0 | 1.5 | 1.1 | -2.3 | 0.2 | -5.8
O=C(Cc1ccc(Br)cc1)NCCN1CCOCC1 | -2.4 | -0.1 | 2.3 | 1.7 | -0.5 | -0.7 | /
N#Cc1c(-c2cccc([N+](=O)[O-])c2)nc2n(c1=O)CCS2 | 2.8 | 2.2 | -0.4 | 2.7 | 0.0 | -2.7 | -6.2
COc1ccccc1C#Cc1cnc2c(c1)C(=O)N([C@H](C)CO)C[C@H](C)[C@H](CN(C)C)O2 | 3.8 | -3.1 | 10.2 | -2.7 | -2.3 | -3.2 | 0.3[16.7 µM]
C[C@@H]1CN([C@H](C)CO)C(=O)c2cc(-c3ccncc3)cnc2O[C@@H]1CN(C)C(=O)C1CCCCC1 | -0.4 | -5.0 | 1.7 | 0.9 | -2.9 | -3.6 | /
CCC(=O)Nc1ccc2c(c1)C(=O)N(C)C[C@H](OC)[C@@H](C)CN(C(=O)c1ccncc1)[C@@H](C)CO2 | 0.8 | 9.4 | 3.3 | 1.6 | 2.2 | -5.6 | -4.1[16.7 µM]
CCOC(=O)C1=C(C)Nc2sc(C(=O)c3ccc(OC)cc3)c(N)c2C1c1ccc(C(=O)OC)cc1 (configuration not stated) | -2.0 | -9.5 | -5.2 | -2.1 | -2.5 | -1.0 | -8.5
CN(C)CC(=O)N[C@H]1C=C[C@@H](CC(=O)NCc2ccccc2F)O[C@H]1CO | 1.8 | -3.2 | 1.8 | 0.3 | -1.1 | -1.5 | /
COc1ccc(CCn2c(C)cc(C(=O)COC(=O)c3cnccn3)c2C)cc1 | 3.8 | 6.6 | 2.7 | -0.3 | 1.0 | -0.3 | -4.2
CCOC(=O)c1cc2sccc2n1CC(=O)c1ccc2c(c1)OCCO2 | 1.4 | 4.2 | 3.6 | -0.1 | -2.4 | -2.1 | /
COCC#Cc1cnc2c(c1)C(=O)N([C@@H](C)CO)C[C@@H](C)[C@H](CN(C)C(=O)C1CCOCC1)O2 | -2.0 | 4.9 | -1.3 | 2.9 | 2.6 | 9.6 | 1.2[16.7 µM]
CCOC(=O)C1CCN(CCC(=O)Nc2ccc(F)cc2)CC1 | 2.8 | 8.0 | -1.6 | 6.4 | 0.6 | 6.0 | -6.7
CSc1ccc(CN2CCN(CC=C(C)C)C(CCO)C2)cc1 (configuration not stated) | -2.6 | -9.5 | 0.1 | 0.4 | 1.4 | -2.4 | /
CC(C)(C)[S@@](=O)N1Cc2cc(C(=O)NCCc3ccncc3)nc(-c3cccc(-c4ccncc4)c3)c2[C@H]1CCO | -5.6 | -1.0 | 0.4 | -1.3 | -3.0 | -4.4 | /
C[C@H]1CCCCO[C@H](CN(C)Cc2ccccc2)[C@@H](C)CN([C@@H](C)CO)C(=O)c2cc(NC(=O)CCC(F)(F)F)ccc2O1 | -0.9 | -4.7 | -5.3 | -1.1 | 3.0&1.3 | -4.0 | 0.4
CS(=O)(=O)N1[C@H](C#N)[C@H](c2ccc(-c3ccccc3F)cc2)[C@H]1CO | 0.6 | ? | 3.0 | 0.9 | 1.0 | 1.1 | /
